M4 PAM – human M4 muscarinic receptor positive allosteric modulators, primary screen, CHO-K1 cells, Fluo-8 calcium fluorescence; activation, % at 3 µM; CHO-K1 hM4/Gqi5, ACh EC20; 0% = ACh EC20, 100% = maximal ACh; Muscarinic acetylcholine receptor M4 (Homo sapiens), P08173; 0.4% of 360,000 active;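 active means activation above its plate's cutoff, the mean activation of sample wells plus 3 SD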; further: some results filed as inactive read as strong as hits
Target sequence (P08173 whole entry, looked up): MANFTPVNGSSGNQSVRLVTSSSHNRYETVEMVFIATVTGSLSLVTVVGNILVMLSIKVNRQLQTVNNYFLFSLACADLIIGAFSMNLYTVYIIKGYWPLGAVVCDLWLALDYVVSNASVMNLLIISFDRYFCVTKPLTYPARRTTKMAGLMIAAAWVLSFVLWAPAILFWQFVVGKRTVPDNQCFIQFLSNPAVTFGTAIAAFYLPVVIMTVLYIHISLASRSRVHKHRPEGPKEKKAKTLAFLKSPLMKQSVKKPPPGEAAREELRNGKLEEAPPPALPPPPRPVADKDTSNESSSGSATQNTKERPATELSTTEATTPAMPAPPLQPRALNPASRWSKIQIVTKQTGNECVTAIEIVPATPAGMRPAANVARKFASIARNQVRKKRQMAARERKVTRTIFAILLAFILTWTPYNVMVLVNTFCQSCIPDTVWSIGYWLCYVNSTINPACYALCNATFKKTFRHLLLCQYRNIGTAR
PHOSPHO1 block – PubChem AID 1565 | Phosphoethanolamine/phosphocholine phosphatase (Homo sapiens), Q8TCT1 | recombinant PHOSPHO1, absorbance phosphatase assay | inhibition, % at 13.3 µM | 1.1% of 290,000 active; in the data active means inhibition above about 60%
Target sequence (Q8TCT1 whole entry, looked up): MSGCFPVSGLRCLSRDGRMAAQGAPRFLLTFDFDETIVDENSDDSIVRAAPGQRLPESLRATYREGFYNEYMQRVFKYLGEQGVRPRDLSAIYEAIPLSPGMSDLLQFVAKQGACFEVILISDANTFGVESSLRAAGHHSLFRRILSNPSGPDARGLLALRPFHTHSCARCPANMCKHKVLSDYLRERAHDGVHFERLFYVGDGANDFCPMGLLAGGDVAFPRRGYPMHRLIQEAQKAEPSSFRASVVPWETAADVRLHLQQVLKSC
IDE act – human IDE activators in live cells, primary screen, fluorescence polarization, HEK cells, FAbeta-B substrate; FAbeta-B cleavage; 0% vehicle, 100% cell-free pure enzyme wells; activation, % at 5.96 µM; 0.073% of 340,000 active;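 active means activation above the mean of all tested compounds plus 3 SD, set per screening campaign, cut at about 17% in these data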
CRFR2-BP ag – agonists of CRF-BP/CRF-R2 complex, primary screen, cell-based, HEK293, calcium dye fluorescence, uHTS. activation, % at 13.2 µM. 0.46% of 350,000 active. CRF-binding protein / CRF receptor 2 complex (human). calcium dye fluorescence (FLIPR); percent of saturating CRF peptide response;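 active means activation of at least 50%, plus an integration ratio under a set limit after plate pattern correction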;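 further: plate controls were neutral control wells without compound for no effect and CRF at EC100 for full effect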
GalR3 antagonist – GalR3 antagonists in HEK293 cells, primary screen, cell-based, fluorescence readout. inhibition, % at 3 µM. HEK293 GalR3-CNG cAMP membrane potential fluorescence; galR3 body fused to GalR1 C-terminus. 0.44% of 360,000 active;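 active means inhibition above the screen-wide average plus 3 SD, cut at about 13% in these data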;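 further: forskolin and galanin both at EC90 stimulate the cells; cAMP rise reported by CNG channel membrane potential dye signal; 0% = forskolin plus galanin with DMSO and 100% = forskolin alone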
Target sequence (O60755 1-299 limits assumed): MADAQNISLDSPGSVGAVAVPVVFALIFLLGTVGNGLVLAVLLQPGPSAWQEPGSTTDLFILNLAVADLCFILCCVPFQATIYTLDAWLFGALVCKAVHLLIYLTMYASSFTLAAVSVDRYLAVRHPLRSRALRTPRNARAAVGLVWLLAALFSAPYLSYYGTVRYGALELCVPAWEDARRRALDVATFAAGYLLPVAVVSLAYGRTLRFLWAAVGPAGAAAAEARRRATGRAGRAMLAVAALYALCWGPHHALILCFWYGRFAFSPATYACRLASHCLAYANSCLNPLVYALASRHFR
MEKK3 PB1 HTS – modulators of MEKK3-MEK5 PB1 binding, primary screen, biochemical, wildtype MEKK3, multiplex bead flow cytometry, Alexa488-MEK5. Mitogen-activated protein kinase kinase kinase 3 (Homo sapiens), Q99759. bead-based flow cytometry, Alexa488-MEK5 binding to MEKK3; actives lie on both sides; 0 = blocked by unlabeled MEK5, 100 = vehicle. binding response (% of control), % at 10 µM. 1.4% of 290,000 active;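 active means binding response more than 3 SD above or below the average of its plate-row segment, actives on both sides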;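 further: Alexa488 bead fluorescence after subtracting the streptavidin-only scavenger bead signal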
IDE inh – human IDE inhibitors in live cells, primary screen, fluorescence polarization, HEK cells, FAbetaB substrate; Insulin-degrading enzyme (Homo sapiens), P14735; FAbetaB cleavage; inhibition, % at 5.59 µM; 0.41% of 320,000 active; AID 434962, 2010;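 active means percent inhibition above the average of all tested compounds plus 3 SD, set per screening campaign, cut at about 16% in these data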;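 further: IDE supplied by intact live HEK cells; FP after avidin binding of uncleaved biotin substrate so inhibition keeps polarization high; 0% = DMSO wells and 100% = 60 µM reference IDE inhibitor Ii1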
pCIP destab – p/CIP-EGFP fusion destabilizers, primary screen, fluorescence, F442A cells; Q05BA5; 16 h; decrease of EGFP signal, % at 10 µM; 0.01% of 290,000 active; AID 1984, 2009;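 active means EGFP signal decrease of at least 30% at 10 µM or well 3 SD below plate mean, unless failing retest; inactive means the rest, including hits failing retest or dose response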; further: some compounds called inactive have numbers as strong as hits; many of its hits are not listed in these tables
CRFR2-BP antag – antagonists of CRF-BP/CRF-R2 complex, primary screen, cell-based, HEK293, calcium dye fluorescence, uHTS; CRF-induced calcium fluorescence; inhibition, % at 11.8 µM; 0.59% of 350,000 active; AID 588475, 2011;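 active means inhibition of the ligand-induced calcium signal above about 50% at the single tested concentration, limit read from the data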
* = called active by the depositor; · = no result given.

No.	molecule	M4 PAM	PHOSPHO1 block	IDE act	CRFR2-BP ag	GalR3 antagonist	MEKK3 PB1 HTS	IDE inh	pCIP destab	CRFR2-BP antag
1	CCCCC1(Cc2cccc([N+](=O)[O-])c2)C(=O)N(c2ccccc2)N(c2ccccc2)C1=O	-4.0	-9.3	1.9	1.4	-7.0	94.0	1.9	-7.5	5.5
2	Nc1cccc(Oc2ccc3c(c2)C(=O)NC3=O)c1	-7.1	13.9	-1.2	0.5	-5.9	101.0	-3.7	1.7	2.8
3	Cc1cc(-c2ccc(C(C)C)c(S(=O)(=O)Nc3ccccn3)c2)on1	4.0	32.4	1.4	0.7	-4.3	97.0	1.3	1.6	-6.0
4	CC(CC(=O)O)CC(=O)Nc1cccc([N+](=O)[O-])c1 (centres undefined)	9.7	36.8	-1.6	-0.9	-6.0	100.0	8.2	-11.3	-9.5
5	O=C(CCn1nc(-c2ccccc2)c2ccccc2c1=O)NCC1CCCO1 (centres undefined)	6.2	-9.6	3.5	-0.6	3.4	·	-1.0	-2.8	5.1
6	Cc1cc(C)c(C(N)=O)c(NC(=O)Nc2ccccc2Cl)n1	0.8	28.4	3.4	-1.0	0.7	102.0	4.2	-19.2	-0.6
7	O=C(Nc1ccc([N+](=O)[O-])cc1)/C(=C/c1cccc([N+](=O)[O-])c1)NC(=O)C1CCCCC1	-8.4	52.4	-4.3	-1.1	0.2	101.0	-0.6	5.3	12.8
8	O=C(C1=C[C@@H](c2ccc3c(c2)OCO3)C[C@@H](OCc2ccc(CO)cc2)O1)N1CCOCC1	5.6	-0.2	-5.5	-1.2	-0.9	87.0	5.6	-3.4	10.4
9	O=C(NCCc1c[nH]c2ccccc12)c1cnc2n(c1=O)CCS2	10.1	-4.7	-0.3	1.2	3.8	102.0	0.2	-16.5	1.4
10	COc1ccc2ccccc2c1/C=N/NC(=O)c1sc(N)c(C#N)c1C	-12.0	-15.4	-0.5	-0.7	0.3	107.0	0.4	3.9	-12.6
11	Cc1ccc([N+](=O)[O-])cc1S(=O)(=O)Nc1ccccn1	-3.7	8.0	4.4	1.6	·	103.0	-0.5	4.5	12.3
12	CCc1cc2c(=O)c(-c3nc4ccccc4[nH]3)coc2cc1OC(=O)N1CCOCC1	1.5	29.2	6.0	0.9	-6.2	101.0	-0.6	-4.2	1.2
13	COCCn1c(C)cc(C(=O)CSc2nc3ccccc3c(=O)n2C(C)COC)c1C (centres undefined)	4.8	-15.1	2.6	9.7	0.8	126.0	-2.6	12.3	25.5
14	CC1Cc2ccccc2N1C(=O)CN1CCCCC1 (centres undefined)	-6.6	37.3	0.9	-0.2	-10.2	108.0	4.7	5.1	-12.3
15	O=C(NC1CCCc2ccccc21)N[C@@H](Cc1ccccc1)C(=O)O (some centres undefined)	-1.7	28.6	1.5	-0.6	-9.0	108.0	3.3	-8.3	6.0
16	c1cnc2ccc(C(c3nnnn3C3CCCCC3)N3CCCCC3)cc2c1 (centres undefined)	-0.2	-0.9	-7.5	-4.1	-7.7	90.0	4.7	-3.2	1.6
17	CC(C)N1CCOC1c1ccccc1 (centres undefined)	1.9	·	4.3	0.3	-6.6	·	·	·	6.0
18	N#Cc1ccsc1NC(=O)COC(=O)c1ccc(Br)o1	-2.4	·	0.1	0.7	-3.9	·	2.9	·	11.2
19	CCOC(=O)N1CCN(c2ncnc3c2[nH]c2ccc(F)cc23)CC1	-10.4	18.4	-54.3	-0.8	1.3	96.0	61.9*	-19.2	-6.7
20	O=C(NCC(=O)N1CCOCC1)c1ccc(Cl)c(Cl)c1	7.8	·	0.7	0.2	-3.6	·	11.2	·	8.9
21	CCOC(=O)C1CCN(S(=O)(=O)c2cc3c4c(c2)C(C)C(=O)N4CCC3)CC1 (centres undefined)	1.5	46.9	2.9	-0.3	5.1	99.0	3.2	-7.4	-5.7
22	CCOC(=O)c1sc(-c2ccccc2)cc1NC(=O)CSc1nnnn1C	5.2	10.7	-2.3	2.4	2.5	101.0	4.4	2.8	4.2
23	C=CCNC(=S)NCc1ccc(CNC(=S)NCC=C)cc1	-4.4	-11.2	4.9	0.0	-5.6	101.0	-2.8	10.3	14.9
24	COc1ccccc1CN1CCN(C(CC(C)C)c2nnnn2Cc2cccs2)CC1 (centres undefined)	-11.1	9.7	-1.9	1.1	-7.3	102.0	-3.8	-2.9	6.1
25	Cc1cccc(N2CCN(C(=O)Cn3cccc3)CC2)c1C	0.8	-2.0	-4.7	3.1	·	112.0	2.6	-8.9	-2.1
26	COc1cc2ccccc2nn1	-23.1	-3.1	3.5	-0.6	0.7	97.0	-1.8	-7.0	-1.2
27	CCC(=O)c1ccc(OCC(=O)OCC(=O)N2CCCc3ccccc32)cc1	-1.3	·	4.8	-1.3	-0.9	·	0.0	·	9.9
28	Clc1ccc(SCc2nc3ccccc3[nH]2)cc1	-6.6	8.0	2.7	-0.1	-6.2	99.0	0.1	-27.5	16.8
29	Cc1ccc(OCCCC(=O)Nc2ccc(S(=O)(=O)Nc3cc(C)nc(C)n3)cc2)cc1	15.5	-5.6	-6.5	2.4	0.3	98.0	3.7	1.5	4.4
30	Cc1ccc(S(=O)(=O)N2CCC(C(=O)NCCCn3ccnc3)CC2)cc1	3.1	51.4	0.8	3.4	1.9	100.0	0.4	-7.0	-1.2
31	NS(=O)(=O)c1cc(C(=O)NC2CCSc3ccccc32)ccc1Cl (centres undefined)	-2.3	16.0	-0.1	-2.7	-8.1	105.0	0.6	8.0	11.0
32	CCOC(=O)N1CCN(S(=O)(=O)c2ccc(OCC(=O)OC)c(Cl)c2)CC1	4.2	7.7	0.4	-3.5	-2.9	94.0	2.5	-0.6	6.6
33	CCOc1ccc(C2NC(=O)C(C#N)=C(S)N2c2cccc(C)c2)cc1OC (centres undefined)	9.1	36.3	0.9	-1.2	-7.6	97.0	-4.9	-5.9	8.1
34	O=[N+]([O-])c1ccc(-c2n(-c3ccccn3)c3ccccc3[n+]2-c2ccccn2)cc1	8.3	28.5	4.4	0.1	-3.9	90.0	0.1	10.7	1.0
35	Cc1cc(NC(=O)CSc2ccc(-c3ccccc3)nn2)no1	15.6	58.3	5.0	-1.3	-3.9	100.0	0.0	-4.0	-8.0
36	CCOC(=O)c1c(C)n(C)c2ccc(OCCN(C)C)cc12	13.0	0.3	5.6	-3.0	-4.0	·	6.1	5.7	28.6
37	CC(C)Oc1ccc(N2CC(C(=O)NC3=NCCS3)CC2=O)cc1 (centres undefined)	-5.5	64.2*	1.0	1.1	-5.5	95.0	11.1	-8.1	-36.1
38	CC1CN(CC(=O)Nc2nc(-c3ccc(Cl)cc3)cs2)CC(C)O1 (centres undefined)	-0.6	·	2.8	-1.3	-12.7	104.0	2.9	·	15.1
39	CCCCn1c(N)c(N(CCOC)C(=O)c2cc(-c3ccco3)nc3ccccc23)c(=O)[nH]c1=O	3.3	·	2.8	-0.8	-6.0	·	5.4	·	-0.7
40	CCn1c(=O)c2sccc2n(Cc2ccccc2)c1=O	-2.1	14.1	-8.8	-0.8	·	99.0	10.7	-11.0	14.1
41	O=c1cc(CN2CCc3ccccc32)c2ccc(O)cc2o1	3.2	0.3	2.8	-0.8	1.5	108.0	-5.1	13.8	-31.6
42	CCSc1nnc(-c2cnn(-c3ccccc3)c2-n2cccc2)n1C	3.5	14.7	-4.7	-2.2	0.6	104.0	-0.6	-0.6	24.7
43	Cc1cccc(N2CCN(C(=O)c3ccc4c(c3)NC(=O)C(CSCc3ccc(F)cc3)N4)CC2C)c1 (centres undefined)	·	23.9	·	·	·	101.0	-5.1	-43.5	·
44	COc1ccc(CNC(=O)Cn2cc(C)c(=O)[nH]c2=O)cc1	-1.0	·	6.1	4.7	-5.2	·	·	·	-1.8
45	COc1c(C)cc(Br)cc1C(=O)Nc1ccc(C)cc1[N+](=O)[O-]	-0.1	6.0	-0.4	11.3	-6.3	96.0	-1.1	-7.6	-20.3
46	CCOc1cccc(CNCCO)c1OCc1ccc(Cl)cc1Cl	-8.0	-18.9	1.1	0.8	-3.4	98.0	1.7	-20.1	-32.0
47	CCO[C@H]1OC(C(=O)NCc2ccccc2)=C[C@@H](C2CCCCC2)[C@@H]1CCCO	3.9	11.8	-1.0	-1.5	-5.4	96.0	1.3	-5.1	-10.7
48	COC(=O)[C@]1(CC(C)C)N[C@H](c2ccc(-c3ccc(F)cc3)c(OC)c2)[C@@H]2C(=O)N(C)C(=O)[C@@H]21	0.5	·	3.6	1.5	-3.3	·	2.5	·	3.9
49	CC(=O)C1=C(C)NC(SCC(N)=O)=C(C#N)C1c1cccs1 (centres undefined)	7.4	6.9	1.9	-1.3	2.4	93.0	-2.8	-31.1	4.8
50	CC(=O)CNc1ccc(S(=O)(=O)N/N=C/c2ccccc2)cc1	1.9	-35.4	7.6	-1.6	2.6	107.0	5.6	11.3	-14.6

Compounds 20 through 21 from above:
No.	molecule	M4 PAM	PHOSPHO1 block	IDE act	CRFR2-BP ag	GalR3 antagonist	MEKK3 PB1 HTS	IDE inh	pCIP destab	CRFR2-BP antag
20	O=C(NCC(=O)N1CCOCC1)c1ccc(Cl)c(Cl)c1	7.8	·	0.7	0.2	-3.6	·	11.2	·	8.9
21	CCOC(=O)C1CCN(S(=O)(=O)c2cc3c4c(c2)C(C)C(=O)N4CCC3)CC1 (centres undefined)	1.5	46.9	2.9	-0.3	5.1	99.0	3.2	-7.4	-5.7

Further records:
No.	molecule	M4 PAM	PHOSPHO1 block	IDE act	CRFR2-BP ag	GalR3 antagonist	MEKK3 PB1 HTS	IDE inh	pCIP destab	CRFR2-BP antag
51	CNC(=S)N(Cc1ccc(OC)cc1)C1CC(=O)N(c2ccc(C(=O)OC)cc2)C1=O (centres undefined)	·	6.0	·	·	-6.2	105.0	0.7	-9.2	·
52	Cc1cc(CN2CCCCC2)oc1C(=O)O	1.5	21.0	-1.2	0.6	0.2	112.0	3.0	8.9	14.6
53	Cc1cccc(-c2n[nH]nc2C2=CC(=O)CC(C)(C)C2)c1	1.1	·	·	-0.8	-8.4	·	·	·	17.2
54	COc1ccc(C(=O)/C=C/Nc2ccc([N+](=O)[O-])cc2C)c(OC)c1	-0.9	21.5	6.5	16.1	·	98.0	-4.1	-11.3	-12.0
55	CCCCCCCn1c2c(c(=N)c3ccccc31)CCC2	-7.8	-43.0	0.2	0.0	42.0*	112.0	4.7	-23.0	-4.4
56	Cc1cc(NC(=O)C(C)N2C(=O)c3ccccc3S2(=O)=O)no1 (centres undefined)	-3.5	·	1.6	-0.4	-2.9	·	5.2	·	-0.4
57	COc1cccc(CN2CC(C(=O)NCc3ccc(Cl)s3)CCC2=O)c1 (centres undefined)	-3.1	40.8	1.8	0.7	-6.5	99.0	·	-11.7	63.2*
58	O=C1/C(=C/c2cccs2)SC(=S)N1c1cccc(O)c1	-23.4	1.0	-0.4	-0.6	-6.9	98.0	11.0	-3.0	2.0
59	Cc1ccc(C2=N/C(=C\N(C)C)C(=O)O2)cc1	0.1	13.9	-4.1	1.3	-6.2	103.0	-0.5	4.6	14.2
60	CN(C)Cc1cccc(-c2ccccc2)c1O	5.3	·	8.4	-0.9	-5.9	·	·	·	-2.5
61	CCN(CC)S(=O)(=O)c1ccc(O)c(C(=O)OCC(=O)Nc2cc(C)c(C)cc2[N+](=O)[O-])c1	-5.9	4.4	6.3	-0.1	-4.7	100.0	0.6	4.7	5.8
